# Screens (PubChem)
# PGC1a acetyl inh: modulators of PGC1a acetylation; 0.17% of 350,000 active; U2OS PGC1a acetylation, AlphaScreen anti-acetyl-lysine; with virally co-expressed GCN5 acetyltransferase; inhibition, % at 15.6 µM;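 active = every replicate shows inhibition of at least 40%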;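 also: 0% = neutral control wells and 100% = positive control wells; some results beyond the cut were filed as inactive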
# Cneo AK release: Cryptococcus neoformans lysis via adenylate kinase release. C. neoformans lysis, adenylate kinase release luminescence, 4 h; normalised: neutral wells 0, clomiphene wells 100. lysis activity, % at 15 µM. 0.2% of 360,000 active. AID 651654;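 active = mean lysis activity across replicates of at least 80%, whatever share of replicates individually reach that level; inactive = mean lysis activity below 80%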
#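 Signal: Adenylate kinase release luminescence | Assay system: Log-phase Cryptococcus neoformans yeast cells | Input: Cells at 5 × 10^6 per mL | Buffer or medium: Fresh YPD growth medium | Compound: Single dose | Schedule: Static 4 h at 37 °C with compound, 1 h detection | Controls: Clomiphene | Read-out: Luminescence rise reflecting yeast cell lysis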
# EWS-Fli inh: EWS/Fli transcriptional activity inhibition; 0.67% of 350,000 active; inhibition, % at 12.6 µM; A673 NR0B1-luciferase reporter, viability-normalised;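 active = mean inhibition of at least 50% after viability correction, with every replicate also passing that limit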;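 also: firefly luciferase signal divided by Alamar Blue viability fluorescence both relative to DMSO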
# FN deposit inh: fibronectin deposition inhibition; AH1F fibroblasts, Alexa488-fibronectin deposition fluorescence, overnight; 0.086% of 350,000 active; inhibition, % at 12.6 µM;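 active = mean inhibition across replicates of 30% or more, regardless of how many single replicates reach that level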;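 also: positive control wells lacked labelled fibronectin entirely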
#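 Assay system: AH1F fibroblast monolayer, labelled fibronectin deposition. Amount: 10000 cells per well. Also added: labelled fibronectin 24 nM. Compound: single-point pinned compound. Incubation: cell attachment 1 h, compound and FN exposure overnight. Detection: fluorescence after three HBSS washes, excitation 485 nm, emission 525 nm. Read-out: inhibition of fibronectin deposition signal.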
# LGR2 inh: Drosophila LGR2 receptor signaling inhibition; HEK293 LGR2, CRE-luciferase, bursicon-stimulated, 4 h; 0.35% of 380,000 active; inhibition, % at 9.99 µM; AID 720647;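 active = drop in luminescence signal, shown as inhibition above about 50% in the replicate tests, limit read from the data, passing the limit was not always enough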;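 also: agonist challenge used bursicon conditioned medium at about half maximal strength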
# PAX8 reporter: lowers PAX8-driven luciferase in RMG-I cells | 1.2% of 360,000 active | RMG-I TPO-luciferase reporter, SteadyGlo, 24 h | inhibition, % at 12.6 µM | AID 652154;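 active = mean replicate inhibition at least 60% with every replicate also reaching 60%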;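 also: luciferase light reporting Pax8 driven TPO promoter activity; plate controls were median of neutral control wells for no effect and mitoxantrone controls for full effect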
# CASP6 VEID inh: inhibitors of human caspase-6 | P55212 | purified caspase-6, Z-VEID-R110 cleavage fluorescence | inhibition, % at 12.5 µM | 0.53% of 350,000 active;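 active = mean inhibition across replicates at least about 35%, with every replicate also reaching that limit, limit read from the data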;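 also: 0% = median of neutral control wells and 100% = no fluorescence left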
# Target sequence (P55212 24-179 limits assumed): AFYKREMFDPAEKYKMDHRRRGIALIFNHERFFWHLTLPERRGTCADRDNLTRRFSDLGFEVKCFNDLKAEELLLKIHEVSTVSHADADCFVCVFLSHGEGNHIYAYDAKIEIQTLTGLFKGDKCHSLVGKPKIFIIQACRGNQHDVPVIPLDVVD
# Target sequence (P55212 194-293 limits assumed): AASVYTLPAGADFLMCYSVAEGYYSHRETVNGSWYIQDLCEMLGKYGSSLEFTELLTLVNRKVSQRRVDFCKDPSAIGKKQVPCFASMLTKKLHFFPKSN
# miR-122 sensor: blocks miR-122 activity in Huh7 sensor cells | Huh7 miR-122 Renilla luciferase sensor, 48 h; neutral wells = 0, positive control = 100 | activation (reporter increase), % at 12.5 µM | 0.3% of 340,000 active;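 active = mean replicate activation score at least 90 and every replicate individually at or above 90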;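 also: higher luciferase means less miR-122 activity so hits act as miR-122 inhibitors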
# * hit, by the source's call; x = not tested or not shown; & = joins results of further samples; [ ] = dose if it differs, or a comment.
SMILES,PGC1a acetyl inh,Cneo AK release,EWS-Fli inh,FN deposit inh,LGR2 inh,PAX8 reporter,CASP6 VEID inh,miR-122 sensor
CN(C)C(=O)CCc1ccc2c3c([nH]c2c1)[C@]1(CCC2CCCC2)[C@@H](C(=O)N2CCOCC2)C[C@H](CC(=O)NCC24CC5CC(CC(C5)C2)C4)C(=O)N1CC3,x,-3,4,0,24,-32,2,x
COc1ccccc1N1CCN(S(=O)(=O)c2cc(Br)cnc2N)CC1,7,-2,15,-3,-2,11,0,28
COc1cccc(-c2nc(-c3ccccc3)nc(N3CCN(C)CC3)c2C#N)c1,-14,x,12,0,-4,16,0,14
CC(C)COP(=O)(c1ccc(N(C)C)cc1)C(O)c1ccccc1 (stereo unspecified),x,x,2,-7,20,13,4,x
Brc1cccc(C=Nc2cccc3ncccc23)c1,x,x,13,4,11,9,-1,x
CS(=O)CCC(NS(=O)(=O)c1ccccc1)C(=O)O (stereo unspecified),1,2,-9,x,-1,x,2,2
CCCNC(=O)c1ccccc1NC(=O)c1cccc(-n2cnnn2)c1,-5,-2,7,0,2,-6,-2,0
CSc1ncc(Cl)c(C(=O)Nc2cccnc2)n1,8,-1,-1,3,3,17,-2,-4
O=C1Nc2ccccc2OC1CC(=O)N1CCN(c2cccc(C(F)(F)F)c2)CC1 (stereo unspecified),6,4,x,-6,-23,x,x,7
Cc1nnc(NC(=O)CSc2nnc(Cc3cccn3C)n2CCc2ccccc2)s1,39,0,-3,x,1,x,6,x
OCCOCCn1c(C2CCCN2c2nc(-c3ccc(F)cc3)cs2)nc2cc(C(F)(F)F)ccc21 (stereo unspecified),-4,-1,-2,-8,-14,7,1,-6
C#Cc1ccc([C@H]2C=C(C(=O)NCc3nc4ccccc4[nH]3)O[C@@H](OCCCCO)C2)cc1,x,-1,1,x,x,5,1,x
O=C(O)C(CO)(c1ccccc1)c1ccccc1,18,10,8,-10,0,-5,1,-3
C/C(=N/NC(=O)c1cc(-c2cccc([N+](=O)[O-])c2)n[nH]1)c1cccc(O)c1,-5,x,-7,4,0,-3,-2,x
C[C@@H]1NC(=O)N(c2ccc(F)cc2)C1=O,8,0,-4,5,7,-8,5,-10

# Reprinted from the part before: 3 compounds, followed by the next part.
SMILES,PGC1a acetyl inh,Cneo AK release,EWS-Fli inh,FN deposit inh,LGR2 inh,PAX8 reporter,CASP6 VEID inh,miR-122 sensor
O=C(O)C(CO)(c1ccccc1)c1ccccc1,18,10,8,-10,0,-5,1,-3
C/C(=N/NC(=O)c1cc(-c2cccc([N+](=O)[O-])c2)n[nH]1)c1cccc(O)c1,-5,x,-7,4,0,-3,-2,x
C[C@@H]1NC(=O)N(c2ccc(F)cc2)C1=O,8,0,-4,5,7,-8,5,-10
CO[C@@H]1CN(C)C(=O)c2ccc(NC(=O)c3ccccc3)cc2OC[C@H](C)N(C(=O)CN(C)C)C[C@H]1C,2,55,-2,12,11,x,1,-8[16.7 µM]
CCc1nc2ccc(C(=O)Nc3ccc(C(N)=O)cc3)cn2c1N(CCC(C)C)CCN(C)C,x,1,6,2,-13,2,-4,-4
CC(C)Oc1cccc(C2NC(=O)c3ccccc3O2)c1 (stereo unspecified),12,-1,-8,0,-26,-23,-1,-7
O=C(Nc1ccccc1[N+](=O)[O-])c1cc(S(=O)(=O)Nc2ccccn2)ccc1Cl,-5,-1,3,-3,-22,1,-1,12
Cc1ccc(C2c3[nH]c4ccccc4c3C[C@H]3C(=O)N(c4ccccc4C(=O)N4CCC[C@H]4C(=O)O)C(=O)N23)cc1 (stereo partly specified),6,-3,0,x,x,x,1,-1
Cc1ccc(N(C)S(=O)(=O)c2cccc(C(=O)NCC(c3ccco3)N3CCCC3)c2)cc1 (stereo unspecified),-7,1,-12,1,-3,-16,-3,-6
C[C@@H]1CN([C@H](C)CO)C(=O)Cc2cc(NC(=O)Nc3cccc4ccccc34)ccc2O[C@@H]1CN(C)CC1CCCCC1,-17,7,-12,x,-10,-2,0,8[16.7 µM]
O=C(Cn1cnc([N+](=O)[O-])n1)NC1CC1,x,x,-17,14,-16,10,-1,x
CC1=NN(c2ccccc2)C(=O)C1/C=C1\NC(=S)NC1=O (stereo unspecified),x,-1,2,x,14,10,x,2
O=C(NCc1ccc(Cl)cc1)c1ccc2c(=O)n(CC3CCCO3)c(=S)[nH]c2c1 (stereo unspecified),4,0,6,3,9,3,1,3
CCNC(=O)COC(=O)c1cc(-c2ccco2)nc2ccccc12,-1,-3,-3,-8,-10,17,26,-3
COc1ccc(CN2CCc3c([nH]c4ccccc34)C2)cc1Br,4,1,19,8,x,-2,3,-1
CCNC(=S)NNc1nnc(-c2ccccc2)c(-c2ccccc2)n1,3,2,9,-1,-8,21,-1,-2
COc1ccc(NC(=O)N[C@H]2CC[C@H](CCNS(=O)(=O)c3ccccc3F)O[C@H]2CO)cc1,-10,-2,-6,-11,-6,8,1,x
CNC[C@H]1OCCCC[C@H](C)Oc2ccc(NC(=O)c3ccccc3)cc2C(=O)N([C@@H](C)CO)C[C@@H]1C,16,0,0,x,5,-8,-1,2[16.7 µM]
O=C1C[C@H](NC(=O)OCc2ccccc2)CO1,0,1,0,6,8,2,0,-9
O=C(Nc1sc2c(c1C(=O)O)CCC2)c1ccccc1Cl,x,3,1,-1,1,3,-4,x
O=C1CNC[C@H]2[C@@H](c3ccc(C#CC4CCCC4)cc3)[C@@H](CO)N12,-9,x,8,-4,15,-11,0,x
O=C(O)CC(C(=O)Nc1cccc(C(F)(F)F)c1)C1CCCO1 (stereo unspecified),-3,-1,x,15,x,1,x,-15
O=C(NCc1ccco1)c1ccc2c(c1)S(=O)(=O)c1ccccc1C2=O,10,0,4,-29,-21,-13,10,0
C[C@H](CO)N1C[C@H](C)[C@H](CN(C)Cc2ccccc2)Oc2ncc(C#Cc3cccnc3)cc2C1=O,8,4,-5,-3,-2,x,0,0[16.7 µM]
COc1ccc(S(=O)(=O)N2CCN(c3cccc(C)c3C)CC2)cc1,x,-3,6,-13,-4,0,3,-6
O=C(N[C@H](C(=O)N1CCC[C@H]1C(=O)NC1CCCC1)C1CCCCC1)c1ccccn1,x,x,-5,5,15,-4,1,x
Cc1noc(C)c1S(=O)(=O)N(C)C[C@H]1Oc2c(NS(=O)(=O)c3cn(C)cn3)cccc2C(=O)N([C@H](C)CO)C[C@@H]1C,3&-10,-2&3,-3&-6,-23&5,15&-6,-2,1&2,2[16.7 µM]
CCCCn1c(N)c(N(CCOC)C(=O)C(C)Oc2ccc(Cl)cc2)c(=O)[nH]c1=O (stereo unspecified),x,0,2,-4,16,-8,-3,-5
C[C@@H]1CN([C@@H](C)CO)C(=O)Cc2cc(NS(=O)(=O)c3cccs3)ccc2O[C@@H]1CN(C)C(=O)NC1CCCCC1,-3,-3,5,0,3,x,2,1[16.7 µM]
O=C(CSc1nc(C(F)(F)F)cc(=O)[nH]1)N1CCC(Cc2ccccc2)CC1,-3,2,7,5,4,2,3,3
O=C(Cc1ccc(-c2ccccc2)cc1)NNC(=S)NCc1ccco1,-1,x,6,4,1,2,-3,x
Cc1cc(=O)oc2c(C)c(OCC(=O)N3CCN(c4cccc(Cl)c4)CC3)ccc12,x,11,-3,1,9,20,4,x
COc1ccc(C(=O)COC(=O)C2CCN(S(=O)(=O)c3cccc4cccnc34)CC2)cc1,22,1,x,8,8,-7,x,2

# Structures listed so far that contain a Cl atom:
SMILES,PGC1a acetyl inh,Cneo AK release,EWS-Fli inh,FN deposit inh,LGR2 inh,PAX8 reporter,CASP6 VEID inh,miR-122 sensor
CSc1ncc(Cl)c(C(=O)Nc2cccnc2)n1,8,-1,-1,3,3,17,-2,-4
O=C(Nc1ccccc1[N+](=O)[O-])c1cc(S(=O)(=O)Nc2ccccn2)ccc1Cl,-5,-1,3,-3,-22,1,-1,12
O=C(NCc1ccc(Cl)cc1)c1ccc2c(=O)n(CC3CCCO3)c(=S)[nH]c2c1 (stereo unspecified),4,0,6,3,9,3,1,3
O=C(Nc1sc2c(c1C(=O)O)CCC2)c1ccccc1Cl,x,3,1,-1,1,3,-4,x
CCCCn1c(N)c(N(CCOC)C(=O)C(C)Oc2ccc(Cl)cc2)c(=O)[nH]c1=O (stereo unspecified),x,0,2,-4,16,-8,-3,-5
Cc1cc(=O)oc2c(C)c(OCC(=O)N3CCN(c4cccc(Cl)c4)CC3)ccc12,x,11,-3,1,9,20,4,x

# Individual results from the results shown.
# In EWS-Fli inh, Cc1cc(=O)oc2c(C)c(OCC(=O)N3CCN(c4cccc(Cl)c4)CC3)ccc12 has -3
# In LGR2 inh, O=C1C[C@H](NC(=O)OCc2ccccc2)CO1 has 8

# (cont.)
SMILES,PGC1a acetyl inh,Cneo AK release,EWS-Fli inh,FN deposit inh,LGR2 inh,PAX8 reporter,CASP6 VEID inh,miR-122 sensor
CCc1nnc(NC(=O)CCC(=O)NC2CCCCCCC2)s1,2,1,4,-2,7,-17,-4,x
CS(=O)(=O)N(CC(=O)Nc1ccccc1C(=O)NCCc1ccccc1)c1ccc2c(c1)OCCO2,6,4,x,8,0,x,x,x
CC(C)(C)NC(=O)C(c1ccncc1)N(C(=O)C1CSC(=O)C1)c1ccccc1 (stereo unspecified),x,0,1,-12,x,12,0,9
CCCCNC1(C#N)CCN(Cc2ccccc2)CC1,1,-1,1,12,11,5,-1,0
Cc1ccccc1N(CC(=O)NCc1ccncc1)S(C)(=O)=O,4,0,13,x,5,x,-2,0
Cc1c(CCCl)c(Cl)n2c(nc3ccccc32)c1C#N,x,x,46,x,24,87*,-1,x
Cc1ccc(C(CCN)c2ccco2)cc1 (stereo unspecified),9,2,x,x,x,-3,x,2
COc1ccc(NC(=O)c2cc(-c3cc(C)cc(C)c3O)n[nH]2)cc1Cl,x,-1,x,5,x,36,x,25
COc1ccc(NC(=O)Nc2ccc(C)cc2OC(F)F)cc1OC,6,-1,x,11,x,x,x,7
C=C1CCC[C@]2(C)C[C@H]3OC(=O)C(CNCCN(C)C)[C@H]3CC12 (stereo partly specified),9,0,12,2,3,43,-121,-9
Cn1c2c(c(=O)n(C)c1=O)C(CC(=O)Nc1ccccc1)C(=O)N2 (stereo unspecified),9,0,x,-3,x,16,x,-2
O=C(Nc1ccccc1F)C1CCN(S(=O)(=O)c2cccc3nonc23)CC1,x,3,-8,2,-3,-11,-1,x
O=C(c1ccco1)N1CCN(C(=O)c2cc3ccccc3oc2=O)CC1,-1,2,x,x,-1,-5,3,-2
CN(C)CC(=O)Nc1ccc2c(c1)[C@@H]1C[C@@H](CC(=O)NCc3ccccn3)O[C@@H](CO)[C@@H]1O2,-10,-5,-7,x,-5,-14,2,-4[16.7 µM]
COc1ccc(NC(=O)CSCC(=O)N(C)Cc2cccc(OC)c2OC)cc1,-1,1,-4,1,-15,6,-88,-6
O=C(C[C@H]1C[C@@H]2c3cc(NC(=O)Nc4ccccc4F)ccc3O[C@@H]2[C@@H](CO)O1)NCC(F)(F)F,8,5,-2,x,-8,8,2,-6[16.7 µM]

# Rows were taken by chance; any-hit rate near 2.5%.
